CendR NRP1 mod – NRP-1/CendR interaction modulation; O14786; FAM-RPARPAR peptide binding to NRP-1, fluorescence polarization; inhibition, % at 25 µM; 0.85% of 360,000 active;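 active = inhibition or corrected inhibition above about 18%, plus a signal ratio from 0.5 to 1.5, limit read from the data, passing the limit was not always enough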; note: strong numbers were not always called active
SKN-1 block – blocks SKN-1 activity in C. elegans; inhibition, % at 21.8 µM; C. elegans VP596 Pgst-4::GFP/RFP ratio, acrylamide-induced, 24 h; 0.49% of 360,000 active;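 active = interference check ratio from 0.5 to 1.5 plus GFP to RFP signal ratio inhibition reaching or exceeding a fixed threshold, cut at about 30% in these data, passing the limit was not always enough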; note: some compounds called inactive have numbers as strong as hits
Rpn11 inh – Rpn11 (human) deubiquitinase inhibition; calls only at 20 µM; 0.59% of 360,000 active; human 26S proteasome, Ub4-pepOG fluorescence polarization; 20S core pre-blocked with epoxomicin; O00487; AID 588493;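 active = inhibition at 20 µM, scaled to each plate's controls, above about 33%, limit read from the data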
Target sequence (O00487 whole entry, looked up): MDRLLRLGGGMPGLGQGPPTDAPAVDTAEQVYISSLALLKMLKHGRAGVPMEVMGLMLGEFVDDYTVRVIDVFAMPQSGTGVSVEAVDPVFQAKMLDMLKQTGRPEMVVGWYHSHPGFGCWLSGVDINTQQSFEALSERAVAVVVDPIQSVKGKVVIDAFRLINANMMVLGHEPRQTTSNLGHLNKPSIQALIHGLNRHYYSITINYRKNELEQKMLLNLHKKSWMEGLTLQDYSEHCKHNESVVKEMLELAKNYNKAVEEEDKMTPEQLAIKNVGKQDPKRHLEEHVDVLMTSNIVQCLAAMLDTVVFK
NadD block – NadD (S. aureus) enzyme inhibition; 0.78% of 360,000 active; purified NadD enzyme, colorimetric absorbance read-out; inhibition, % at 20 µM; in the data active = inhibition above about 26%; note: some compounds past the cut are filed as inactive
STEP inh – blocks human striatal-enriched tyrosine phosphatase; P54829; 0.25% of 360,000 active; recombinant STEP, OMFP fluorogenic substrate, fluorescence; AID 588621; inhibition, % at 20 µM;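 active = inhibition at 20 µM, scaled per plate between control wells, above about 37%, limit read from the data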;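 note: 0% = DMSO with enzyme and substrate and 100% = substrate only without enzyme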
Target sequence (P54829 whole entry, looked up): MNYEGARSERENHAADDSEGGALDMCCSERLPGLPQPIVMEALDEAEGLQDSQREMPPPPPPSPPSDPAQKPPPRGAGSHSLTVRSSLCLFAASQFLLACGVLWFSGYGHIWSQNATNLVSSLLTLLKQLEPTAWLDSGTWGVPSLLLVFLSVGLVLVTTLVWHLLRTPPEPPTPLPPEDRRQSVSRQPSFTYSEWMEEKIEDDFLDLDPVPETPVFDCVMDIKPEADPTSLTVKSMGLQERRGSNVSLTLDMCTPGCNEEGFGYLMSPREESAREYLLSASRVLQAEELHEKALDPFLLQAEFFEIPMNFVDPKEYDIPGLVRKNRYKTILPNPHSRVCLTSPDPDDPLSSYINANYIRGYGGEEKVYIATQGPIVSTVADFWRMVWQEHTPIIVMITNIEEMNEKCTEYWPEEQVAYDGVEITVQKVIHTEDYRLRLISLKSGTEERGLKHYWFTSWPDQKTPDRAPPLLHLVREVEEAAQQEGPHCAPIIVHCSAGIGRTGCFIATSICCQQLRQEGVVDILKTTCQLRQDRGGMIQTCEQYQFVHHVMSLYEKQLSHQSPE
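Also added – OMFP at 25 µM · Test system – STEP tyrosine phosphatase · Technique – FITC-channel fluorescence of OMFP product · Schedule – 20 min at room temperature, dark · Evaluation – control-normalized % inhibition with plate pattern correction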
SUMO1-SIM PPI – modulators of human SUMO1-mediated protein-protein interactions; SUMO1 binding to a labelled peptide, TR-FRET, 1 h; AID 602429; inhibition, % at 20 µM; 0.33% of 360,000 active; P63165; in the data active = inhibition above about 37%
MT1-MMP act inh – MT1-MMP (human) activation inhibition; P50281; HT1080 RFP-PRO-GFP cells, GFP/RFP ratio fluorescence, overnight; percent of plate control window, DMSO zero; GFP/RFP ratio change, % at 20 µM; 0.061% of 360,000 active; AID 651647;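 active = GFP/RFP ratio change of at least 30% with cell ATP level not reduced by more than half and red fluorescence within 50% of control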; note: strong numbers were not always called active
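Test system: HT1080 RFP-PRO-GFP cells; Benchmarks: DMSO and RFP-L50D-GFP cell wells; Timing: cells overnight before dosing, compound overnight, 37 °C, 5% CO2; Compound: one 20 µM compound dose with 1% DMSO; Read-out: GFP/RFP fluorescence ratio.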
LMPTP inh – blocks human LMPTP phosphatase; 0.22% of 360,000 active; P24666; inhibition, % at 20 µM; recombinant LMPTP-A, OMFP fluorogenic substrate, fluorescence intensity;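 active = compounds that cut the enzyme signal by at least half of the control window in the single-dose screen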;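 note: plate controls were DMSO wells with enzyme plus substrate for no effect and substrate without enzyme for full effect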
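test system = LMPTP-A | amount = 0.625 nM LMPTP-A final | reagent = fluorogenic phosphatase substrate OMFP at 400 µM final | incubation = 50 min at room temperature | benchmarks = no-enzyme low control, uninhibited high control | medium = Bis-Tris pH 6.0, DTT, detergent | signal = fluorescence intensity of OMFP turnover product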
DNMT1 inh – DNMT1 (human) enzyme inhibition; DNMT1 molecular beacon, Hinp1I cleavage, fluorescence; inhibition (reported as % activation of signal), % at 10 µM; 0.83% of 360,000 active; AID 588458; in the data active = inhibition above about 50%
Scp1 inh – inhibitors of human Scp-1 phosphatase; 0.88% of 340,000 active; Recombinant Scp1, phosphopeptide, malachite green phosphate absorbance; inhibition, % at 20 µM; AID 493091;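 active = inhibition above about 50% at 20 µM, limit read from the data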;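 note: plate controls were DMSO wells with enzyme for no effect and wells lacking enzyme for full effect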
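Times: enzyme reaction 45 min at room temperature, colour 5 min, stabilisation 30 min. Material: SCP-1 catalytic fragment, aa 76-261. Medium: Acidic Tris acetate buffer with magnesium and detergent. Signal: colorimetric free-phosphate detection, absorbance 630 nm. Read-out basis: % inhibition of SCP-1 phosphate liberation. Reagent: Phosphorylated 17-residue peptide substrate.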
An asterisk follows results filed as active; i = inactive.

SMILES	CendR NRP1 mod	SKN-1 block	Rpn11 inh	NadD block	STEP inh	SUMO1-SIM PPI	MT1-MMP act inh	LMPTP inh	DNMT1 inh	Scp1 inh
CC(C)c1nn2c(=O)cc(O)nc2s1	-10	14	i	1	0	7	-2	-0.9	-1	-6
COc1ccccc1CNC(=O)CNC(=O)N1CC(=O)Nc2ccccc21	13	8	i	3	-1	1	0	-2.2	-3	-5
CC(C)CNC(=O)c1c(N)n(/N=C/c2ccccn2)c2nc3ccccc3nc12	-6	-18	i	-3	7	2	7	5.2	49	0
CCC(=O)Nc1c(C)cc(C)cc1Cl	22	-13	i	-1	-5	-1	-1	-2.5	3	-10
COc1cccc(NC(=O)N(Cc2cc3cc(C)cc(C)c3[nH]c2=O)CC2COCCO2)c1 (stereo not drawn)	-5	7	i	0	-1	3	0	1.7	-3	0
CC1C(=O)Nc2ccc(S(=O)(=O)N3CCN(c4cccc(Cl)c4)CC3)cc2NC1=O (stereo not drawn)	1	3	i	4	-1	1	-1	-0.1	-3	-14
COCCNC(=O)C(c1ccccc1C)N(C(=O)Cn1nnc2ccccc21)c1cccnc1 (stereo not drawn)	0	-15	i	-7	0	-1	-1	-0.4	-3	5
O=C(O)CC1c2ccccc2CCN1S(=O)(=O)c1ccccc1 (stereo not drawn)	5	-5	i	3	-3	6	-2	-0.7	0	-7
COc1cc(CC(=O)OCC(=O)N2CCCCC2)cc(OC)c1OC	9	-11	i	-5	0	5	-4	-0.8	2	0
COc1ccccc1CCC(=O)Nc1ccc(S(=O)(=O)Nc2cc(C)nc(C)n2)cc1	-6	9	i	-3	-1	8	-1	-1.3	0	-1
Cc1ccccc1N=C1NC(=O)CS1	7	-2	i	6	10	0	2	-1.4	1	-8
CC[C@]1(C(=O)OC)[C@H]2C(=O)N(C)C(=O)[C@H]2[C@H]2CN=C(SCc3ccccc3)N21	2	-11	i	-1	4	7	2	-2.1	7	-4
Cc1cc(C(=O)Nc2nnc(C3CC3)s2)c(C)s1	-5	2	i	3	-2	2	-2	-0.3	-2	-7
Cc1cc(C)c2c(n1)nn1c(N3CCN(Cc4ccccc4)CC3)cc(C)nc21	-2	-48	i	3	1	11	12	0.5	-7	3
Cc1c(Cl)cnc(NC(=O)CSc2nnc(C)n2Cc2ccccc2)c1Cl	20	-6	i	-3	0	-1	-2	-2.4	0	0
Cc1ccccc1C(=O)c1cccn1CC(=O)NCC(C)c1ccccc1 (stereo not drawn)	-2	-17	i	-5	-3	4	0	1.7	-2	-10
NC(=O)c1ccccc1NC(=O)CC12CC3CC(CC(C3)C1)C2	-10	-6	i	-3	-1	5	1	-1.6	-7	-5
CS(=O)(=O)Nc1ccccc1C(=O)Nc1cccc(Cl)c1	4	18	i	-3	-2	1	-3	-0.6	-5	-12
CC(=O)N(c1ccc(Cl)cc1)c1c[nH]c2ccccc12	8	2	i	5	-12	-4	-8	0.4	1	-5
CN(C)CCCN(C(=O)c1ccc(Cl)s1)c1nc2cc3c(cc2s1)OCO3	8	9	i	-19	3	-5	-4	-1.0	-2	-5
COc1ccc(C2C(C)C3(O)CC(C#N)(C(=O)N3)C2(C#N)C#N)cc1 (stereo not drawn)	-2	1	i	-3	-3	4	-2	-0.6	3	-4
O=C1c2cnc3nc(SCc4ccc(Cl)cc4)nn3c2CC2c3ccccc3CCN12 (stereo not drawn)	1	16	i	24	19	-29	1	2.1	-1	-11
O=C(NC(=S)NCc1ccccc1)c1cccc([N+](=O)[O-])c1	12	11	i	-10	2	-26	1	2.1	2	-1
COc1ccccc1CCNC(=O)CCn1nc(C)c2c(C)n(-c3ccccc3)nc2c1=O	15	14	i	2	-2	3	1	0.1	-1	3
COc1ccccc1CNC(=O)CCNC(=O)Cn1cnc2ccccc2c1=O	-15	-7	i	-3	1	-2	-1	-1.9	2	-2

Just NadD block and MT1-MMP act inh (two entries from above):
mol	NadD block	MT1-MMP act inh
Cc1c(Cl)cnc(NC(=O)CSc2nnc(C)n2Cc2ccccc2)c1Cl	-3	-2
COc1cc(CC(=O)OCC(=O)N2CCCCC2)cc(OC)c1OC	-5	-4

New compounds follow
SMILES	CendR NRP1 mod	SKN-1 block	Rpn11 inh	NadD block	STEP inh	SUMO1-SIM PPI	MT1-MMP act inh	LMPTP inh	DNMT1 inh	Scp1 inh
CCOc1cc(/C=N\Nc2ncc(F)c(N3CCOCC3)n2)ccc1Oc1nc(Cl)ncc1F	-2	8	i	8	-1	-1	3	2.1	-6	0
O=C(C1CCCCC1C(=O)N1CCCCC1)N1CCCCC1 (stereo not drawn)	-4	8	i	-1	8	2	-1	-1.1	-4	0
COc1cccc(OC)c1C(=O)Nc1cccc(NC(=O)c2cccs2)c1	10	0	i	-7	0	0	-2	-0.2	0	-6
O=S(=O)(Oc1ccccc1)c1cccnc1	-7	9	i	-5	-1	-3	3	-1.3	-2	-7
COc1cc(/C=N/n2c(C)nnc2C)cc(OC)c1OC	9	4	i	4	-1	-2	-2	0.0	-2	-7
C=CCn1c(SCC(=O)NC2CCS(=O)(=O)C2)nc2sc(CC)cc2c1=O (stereo not drawn)	-8	-5	i	-3	-2	1	-4	-0.8	4	-4
Cc1ccc(NC(=O)c2ccccc2OCc2c(C)noc2C)cc1S(=O)(=O)N(C)C	1	4	i	-3	3	5	-2	-0.7	3	-8
CC(=O)Nc1ccc(S(=O)(=O)N2CCNC(=O)CC2)cc1	9	4	i	4	-6	0	2	-3.5	-3	-8
CN(C)C(=O)c1cc(C(=O)c2c(F)cccc2F)c[nH]1	2	-14	i	-6	-3	-10	-4	-2.7	-1	-4
Cc1ccccc1C(=O)Nc1ccc(S(=O)(=O)N2CC(C)OC(C)C2)cc1 (stereo not drawn)	10	22	i	4	0	0	-2	-0.8	1	-8
CN(Cc1ccccc1)C(=O)c1ccc([N+](=O)[O-])o1	3	-8	i	-1	-3	-23	-6	-0.1	-1	4
CCOc1ccccc1N1CCN(C(=O)CCCc2nc3ccccc3s2)CC1	-10	4	i	-5	-2	2	-1	0.1	2	-7
CN(CC(=O)NC1CC1)S(=O)(=O)c1ccc(F)cc1	4	-3	i	3	1	2	2	-0.3	0	-8
CCOC(=O)/C=C/c1ccc(C(F)(F)F)cc1S(=O)(=O)NC(C)(C)C	27*	4	i	-3	0	-15	-14	4.1	13	-8
CCCc1cc(=O)[nH]c(SCC(=O)c2cc(C)n(C)c2C)n1	0	4	i	6	5	-2	2	-2.4	-2	-4
CCCCCCn1c(CN2CCCC(C)C2)nc2c1c(=O)n(C)c(=O)n2C (stereo not drawn)	-1	-1	i	2	1	-2	4	-1.5	1	7
O=C1C=CC(=Nc2ccc(F)cc2)O1	-6	-6	i	1	2	-3	8	-2.0	0	-1
CCCNC1=CC(=O)CC(C)(C)C1	-2	7	i	-38	-3	-1	3	-1.0	4	-8
Cc1cc(Cl)c(OCCCn2ccnc2)c(Br)c1	2	7	i	0	1	0	2	2.0	-1	-8
NC(=O)Oc1cccc(OC(N)=O)c1	-1	10	i	2	-1	3	1	0.5	1	-4

3 entries from above, arranged by the value under SUMO1-SIM PPI, falling:
structure,SUMO1-SIM PPI
Cc1ccc(NC(=O)c2ccccc2OCc2c(C)noc2C)cc1S(=O)(=O)N(C)C,5
Cc1cc(Cl)c(OCCCn2ccnc2)c(Br)c1,0
O=S(=O)(Oc1ccccc1)c1cccnc1,-3

Look-ups from the results shown.
`Cc1cc(Cl)c(OCCCn2ccnc2)c(Br)c1` – SUMO1-SIM PPI = 0
`CCC(=O)Nc1c(C)cc(C)cc1Cl` – STEP inh = -5
`COc1cc(/C=N/n2c(C)nnc2C)cc(OC)c1OC` – CendR NRP1 mod = 9
`CN(C)C(=O)c1cc(C(=O)c2c(F)cccc2F)c[nH]1` – MT1-MMP act inh = -4

Compound profiles, from the list above.
CC1C(=O)Nc2ccc(S(=O)(=O)N3CCN(c4cccc(Cl)c4)CC3)cc2NC1=O (stereo not drawn) in the list: CendR NRP1 mod = 1; SKN-1 block = 3; Rpn11 inh = i; NadD block = 4; STEP inh = -1; SUMO1-SIM PPI = 1; MT1-MMP act inh = -1; LMPTP inh = -0.1; DNMT1 inh = -3; Scp1 inh = -14
O=C(NC(=S)NCc1ccccc1)c1cccc([N+](=O)[O-])c1 in the list: CendR NRP1 mod = 12; SKN-1 block = 11; Rpn11 inh = i; NadD block = -10; STEP inh = 2; SUMO1-SIM PPI = -26; MT1-MMP act inh = 1; LMPTP inh = 2.1; DNMT1 inh = 2; Scp1 inh = -1
COc1ccccc1CNC(=O)CCNC(=O)Cn1cnc2ccccc2c1=O in the list: CendR NRP1 mod = -15; SKN-1 block = -7; Rpn11 inh = i; NadD block = -3; STEP inh = 1; SUMO1-SIM PPI = -2; MT1-MMP act inh = -1; LMPTP inh = -1.9; DNMT1 inh = 2; Scp1 inh = -2
